High-throughput results from PubChem.
proCasp7 act: counter-screen for procaspase-3 activators: activators of human procaspase-7 | AID 463210 | recombinant procaspase-7, Ac-DEVD-pNA absorbance 405 nm; D23A/D198A/D206A triple mutant, cannot self-cleave; scale: DMSO 0, 5 µM enzyme 100 | activation, % at 8.5 µM | hit rate 0.093% among 330,000;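 active = percent activation above the screen-wide mean plus 3 SD, cut at about 25% in these data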
Target sequence (P55210 whole entry D23A/D198A/D206A): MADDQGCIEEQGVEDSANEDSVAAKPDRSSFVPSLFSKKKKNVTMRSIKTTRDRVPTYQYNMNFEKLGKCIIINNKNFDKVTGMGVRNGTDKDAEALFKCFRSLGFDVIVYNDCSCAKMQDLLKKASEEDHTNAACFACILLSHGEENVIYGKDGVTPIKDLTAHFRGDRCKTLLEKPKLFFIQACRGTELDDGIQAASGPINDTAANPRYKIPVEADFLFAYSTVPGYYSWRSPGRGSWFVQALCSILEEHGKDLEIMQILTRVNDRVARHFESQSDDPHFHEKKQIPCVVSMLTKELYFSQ
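Assay system: Uncleavable procaspase-7 mutant enzyme | Input: 2 µM procaspase-7 mutant as dispensed | Timing: 1 h compound preincubation, 2 h substrate cleavage, 25 °C | Repeats: One well per compound | Control set: DMSO wells as 0%, DMSO with 5 µM added PC-7 as 100% | Technique: Epi-absorbance of released pNA at 405 nm, two timepoints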
Efflux pump inh: inhibitors of Candida antifungal efflux pumps expressed in yeast. S. cerevisiae Candida pump triplex, Nile Red efflux. AID 485275. hit rate 0.44% among 330,000. inhibition, % at 10 µM;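 active = plate passing quality check with inhibition over a set limit, or well fluorescence over plate mean plus 4 SD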;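 note: Nile Red retained in pooled yeast measured as flow cytometry median fluorescence; 0% = buffer negative control and 100% = Enniatin B positive control; higher means more Nile Red kept so more efflux inhibition; some compounds called inactive have numbers as strong as hits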
PP1 inh: PP1-alpha (human) inhibition in PP5 counter-screen; P62136; purified PP1alpha, OMFP fluorescence; inhibition, % at 6.7 µM; hit rate 0.9% among 320,000; AID 2235;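 active = inhibition above the mean inhibition of all tested compounds plus 3 SD, computed separately for each screening campaign, cut at about 15% in these data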
TPT1 inhibitor: blocks Candida albicans tRNA 2'-phosphotransferase; recombinant caTPT1, FP RNA substrate dephosphorylation; inhibition, % at 5 µM; hit rate 0.81% among 300,000; AID 1962;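 active = inhibition above the mean of all tested compounds plus 3 SD, set per screening campaign, cut at about 24% in these data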;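 note: plate controls were DMSO alone for no effect and ferristatin control at 100 nM for full effect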
JMJD2C inh: inhibitors of human GASC-1 (JMJD2C) demethylase; hit rate 0.069% among 330,000; GST-JMJD2C(1-420) H3K9me3 demethylation, DELFIA europium; inhibition, % at 2.35 µM; Q9H3R0;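 active = more than half of a compound's replicate wells show inhibition beyond 50%, single wells judged on their own value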;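 note: signal counts dimethyl H3K9 product captured on neutravidin plate; 0% = median of DMSO wells and 100% = 0.3 times that DMSO median; strong numbers were not always called active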
PP5 inh: PP5 (human) phosphatase inhibition; hit rate 0.18% among 320,000; purified PP5c, OMFP substrate fluorescence; inhibition, % at 6.7 µM; AID 1987;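 active = inhibition above the campaign's mean inhibition across all tested compounds plus 3 SD, cut at about 9.5% in these data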;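 note: 0% = DMSO only and 100% = 100 µM cantharidin control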
Target sequence (P53041 whole entry, looked up): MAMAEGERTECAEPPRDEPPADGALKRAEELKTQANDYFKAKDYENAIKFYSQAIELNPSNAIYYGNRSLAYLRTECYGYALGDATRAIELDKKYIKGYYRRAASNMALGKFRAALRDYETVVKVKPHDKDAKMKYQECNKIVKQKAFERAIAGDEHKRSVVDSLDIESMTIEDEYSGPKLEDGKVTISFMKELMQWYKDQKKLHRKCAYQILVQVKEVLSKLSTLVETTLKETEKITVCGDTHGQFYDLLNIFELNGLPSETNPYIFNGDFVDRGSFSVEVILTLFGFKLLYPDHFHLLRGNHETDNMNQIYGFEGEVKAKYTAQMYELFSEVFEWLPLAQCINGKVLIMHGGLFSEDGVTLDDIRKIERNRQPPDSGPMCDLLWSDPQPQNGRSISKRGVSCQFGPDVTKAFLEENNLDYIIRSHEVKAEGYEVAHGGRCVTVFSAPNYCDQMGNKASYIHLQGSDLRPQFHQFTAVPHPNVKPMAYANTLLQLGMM
Fh CTSL1 inh: counter-screen for PFM18AAP inhibitors: inhibitors of F. hepatica cathepsin L1. recombinant F. hepatica cathepsin L1, Z-Leu-Arg-MCA fluorescence. inhibition, % at 5.96 µM. hit rate 0.49% among 300,000. AID 1906;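 active = inhibition above the mean of all tested compounds plus 3 SD, set per screening campaign, cut at about 17% in these data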;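 note: 0% = plate median of test compound wells and 100% = 1 µM Z-Phe-Ala-diazomethylketone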
procasp3 activ: procaspase-3 (human) activation; recombinant procaspase-3 D3A, Ac-DEVD-pNA absorbance 405 nm; activation, % at 8.5 µM; AID 463141; hit rate 0.11% among 330,000; P42574;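 active = activation above the mean of all tested compounds plus 3 SD, cut at about 21% in these data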;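 note: 0% = DMSO alone and 100% = DMSO wells spiked with extra 5 µM PC-3 D3A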
Target sequence (P42574 whole entry D9A/D28A/D175A): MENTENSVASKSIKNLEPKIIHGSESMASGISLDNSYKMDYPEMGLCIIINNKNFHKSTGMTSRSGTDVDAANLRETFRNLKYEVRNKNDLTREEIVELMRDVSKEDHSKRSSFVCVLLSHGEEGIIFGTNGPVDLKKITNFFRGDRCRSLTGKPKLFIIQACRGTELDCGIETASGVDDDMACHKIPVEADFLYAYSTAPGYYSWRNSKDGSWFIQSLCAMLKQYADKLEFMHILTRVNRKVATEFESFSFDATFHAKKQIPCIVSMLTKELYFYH
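assay system = Procaspase-3 D3A mutant | signal = absorbance at 405 nm, 0 and 120 min | times = 1 h preincubation plus 2 h reaction at 25 °C | repeats = single replicate | read-out = % activation between DMSO and enzyme-spiked controls | medium = Zinc-free HEPES saline buffer with Triton X-100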
core dimer inh: blocks dimerization of HCV core protein; hit rate 0.33% among 300,000; TR-FRET GST/Flag-core106 dimerization, 1536-well; AID 1899; inhibition, % at 5 µM;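 active = inhibition above the mean of all tested compounds plus 3 SD, set per screening campaign, cut at about 45% in these data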
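Material: GST/Flag-tagged HCV core106 proteins. Incubation: 4 h, 22.5 °C incubation. Read-out basis: inhibition (%) from 671 over 617 nm ratio. Measured by: TR-FRET, excitation 340 nm, emission 617 and 671 nm.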
The depositor's hits bear a star; / = not tested or not shown.

SMILES | proCasp7 act | Efflux pump inh | PP1 inh | TPT1 inhibitor | JMJD2C inh | PP5 inh | Fh CTSL1 inh | procasp3 activ | core dimer inh
O=C(/C=C/c1ccc2ccccc2n1)c1cc(Br)ccc1O | -3.5 | 0.1 | 10.1 | 42.8* | -0.8 | -1.3 | 0.7 | -6.6 | 23.4
CSc1nnc(-c2cnccn2)n1Cc1ccccc1 | 5.9 | 0.3 | 3.2 | 0.9 | 6.3 | 1.2 | -0.5 | 5.5 | -7.6
CCC(C)C(NC(=O)OC(C)(C)C)C(=O)NC(C)C(N)=O (stereo not given) | -6.1 | 0.0 | -0.9 | 0.9 | -5.1 | -0.8 | 4.1 | -2.7 | -2.2
CCc1cccc(OC2OC(CO)C(O)C(O)C2NC(C)=O)c1 (stereo not given) | 10.5 | 0.0 | -6.6 | 3.8 | -3.7 | -0.9 | -1.2 | 1.3 | 1.5
COc1ccc(-c2[nH]nc3c2C(c2ccncc2)C(C#N)=C(N)O3)cc1 (stereo not given) | -9.4 | 0.3 | -3.5 | -0.3 | -1.9 | 2.8 | 1.4 | 1.1 | -1.2
COc1ccc(/C=N/n2cnnc2)cc1Oc1nc(Cl)ncc1F | -3.3 | 0.0 | -0.1 | -0.3 | -2.1 | -0.3 | -0.4 | -3.1 | 3.8
COc1cccc(NC(=O)CN2CCN(S(=O)(=O)c3ccc(C(C)C)cc3)CC2)c1 | 0.7 | 0.1 | 2.5 | -1.8 | -5.3 | 3.8 | 3.0 | 1.4 | 17.6
O=C(O)COc1ccc(Br)cc1C(c1c(C(=O)O)[nH]c2ccccc12)c1c(C(=O)O)[nH]c2ccccc12 | -6.0 | 0.2 | 6.9 | 1.9 | 6.1 | 2.3 | 2.8 | 2.3 | 33.2
CCCCCc1ccc(CC(=O)O)cc1 | 2.3 | 0.1 | -3.4 | 0.8 | -4.3 | -2.2 | -1.9 | -1.8 | 0.1
O=C(Nc1ccc(C2CCCCC2)cc1)C1CCN(c2ncccn2)CC1 | -13.1 | 0.6 | -3.4 | 3.9 | 38.8 | 10.2* | -0.2 | 4.5 | -0.6
CCOC(=O)N/N=C/c1cn(Cc2ccc(F)cc2)c2ccccc12 | 1.6 | 0.0 | -1.2 | 3.5 | -10.0 | -0.4 | -0.4 | 4.3 | 2.7
CC(=O)Nc1ccc(C(=O)CCl)cc1 | -22.9 | 0.1 | -1.4 | / | -8.0 | 1.6 | / | -6.7 | /
CCN1CCN(S(=O)(=O)Cc2ccccc2Cl)CC1 | 4.9 | 0.1 | -4.6 | -2.5 | 12.5 | -3.2 | -1.2 | -2.9 | -1.5
Cc1ccc(C)c(NC(=S)NCc2ccc3c(c2)OCO3)c1 | 8.6 | 0.0 | 5.1 | 0.5 | -0.4 | -1.8 | 2.3 | 2.2 | 3.4
CC1(C)CC(=O)c2cc(NC(=O)c3ccccc3)c(=O)oc2C1 | 0.1 | 0.0 | -0.5 | -2.8 | 0.0 | 1.6 | -3.4 | 2.0 | -9.4
COc1ccc2cc(C(=O)COC(=O)COc3ccc4c(C)cc(=O)oc4c3)ccc2c1 | -12.1 | 0.1 | 0.2 | 1.1 | -23.9 | 1.3 | -6.3 | 3.3 | -61.0
CC1CCCN(C(=O)CCCNC(=O)c2ccc(Cl)cc2)C1 (stereo not given) | 9.1 | -0.1 | -5.3 | 3.7 | -0.6 | 1.5 | -0.3 | 7.4 | -1.1
COC(=O)c1cn(NC(=O)c2ccc([N+](=O)[O-])cc2Cl)c(=O)c2ccccc12 | 2.1 | -0.1 | -5.6 | 8.3 | -9.0 | -0.6 | 5.8 | 5.6 | 4.3
COc1ccc(/C=C/C(=O)c2ccc3c4c(cccc24)CC3)cc1 | -2.9 | 0.0 | 3.4 | -2.5 | -1.9 | -0.4 | 1.9 | 3.4 | 2.2
O=C(N/C(=C/c1ccc(Br)cc1)C(=O)N1CCCC1=O)c1ccco1 | -10.2 | 0.1 | -4.8 | -0.7 | -26.5 | 3.0 | 0.3 | 6.3 | 13.5
CC(Sc1nnc(C2CC2)n1C1CC1)C(=O)Nc1ccc(C(N)=O)cc1 (stereo not given) | 14.1 | -0.2 | -6.5 | / | -1.6 | 0.4 | / | 2.0 | /
Fc1ccc2c(c1)C(c1ccncc1)=NNC(c1ccc(Br)cc1)=N2 | 3.9 | -0.2 | 0.0 | -1.3 | -0.7 | -0.3 | -4.4 | -1.2 | 1.3
Cc1nnsc1SCCNC(=O)Nc1ccc(Cl)cc1 | 8.5 | 0.1 | -3.5 | 4.1 | -11.4 | -0.9 | 0.2 | 2.8 | -1.7
CCCCc1ccc(S(N)(=O)=O)cc1 | 2.3 | 0.0 | -4.4 | 2.8 | 1.8 | -0.7 | 2.2 | 7.1 | 1.8
COc1ccc(/C=N/NC(=O)c2nnn(-c3nonc3N)c2CN(C)c2ccccc2)cc1 | 5.5 | 0.1 | 1.1 | -1.7 | -5.5 | 4.2 | 1.1 | 2.7 | 10.5
CS(=O)(=O)N(CC(=O)Nc1ccc(F)c(F)c1)c1cccc([N+](=O)[O-])c1 | 8.7 | 0.0 | 2.6 | -1.7 | -3.7 | 2.1 | -1.0 | 10.7 | -3.7
CC(C)N(Cc1ccccc1)C(=O)CN1C(=O)NC2(CCCCCC2)C1=O | 9.2 | -0.1 | 0.7 | / | 1.2 | 1.5 | / | 8.0 | /
COc1cccc(COc2ccc(N(C)S(=O)(=O)c3ccccc3)cc2)c1 | 5.0 | 0.0 | 1.7 | -0.5 | 3.0 | -0.1 | -4.4 | -6.2 | 6.9
CC(C(=O)N1CCN(c2ccc(Cl)cc2)CC1)c1ncc(C(F)(F)F)cc1Cl (stereo not given) | -0.3 | 0.2 | -5.0 | -3.0 | 60.1 | 4.0 | -1.0 | -4.5 | 5.4
Cc1ccc(S(=O)(=O)N(C)c2ccc(C(=O)NCC(c3cccs3)N3CCOCC3)cc2)cc1 (stereo not given) | 5.1 | 0.1 | -1.1 | 0.7 | 2.7 | 1.0 | 1.2 | 0.6 | 2.8
Cc1ccc2oc(=O)c3cnn(CC(=O)N4CCCc5ccccc54)c3c2c1 | 0.9 | 0.0 | -1.0 | -0.1 | 0.7 | -7.6 | 8.6 | -2.9 | -7.8
CC(=O)N1c2ccc(F)c(F)c2C[C@H]1C | -4.6 | 0.0 | 4.0 | / | 5.8 | -0.9 | / | 1.2 | /
COc1ccc(/C=C/C(=O)NC(=S)N2CCN(c3ccccn3)CC2)cc1 | -4.1 | 0.1 | -2.3 | -0.9 | -7.4 | 1.8 | 4.4 | 0.7 | -2.4
O=C(Nc1ccccn1)c1ccc(S(=O)(=O)N2CCCCCC2)cc1 | -0.1 | 0.3 | -6.4 | 1.1 | -2.4 | 1.3 | -9.8 | -0.7 | -1.5
CCN(C(=O)CSc1ncn[nH]1)c1cccc2ccccc12 | 7.6 | 0.0 | 0.0 | 2.6 | -4.0 | 4.0 | -4.8 | -5.0 | -1.4
CCOc1ccc(NC(=O)Cn2nnc(C(=O)NCCc3ccc(OC)c(OC)c3)c2N)cc1 | -8.9 | 0.6 | 6.4 | 1.5 | 6.4 | -6.8 | 8.2 | 1.3 | 1.1
Cc1cccc(C)c1OCC(=O)N/N=C/C=C/c1ccco1 | 6.3 | 0.2 | 1.6 | -0.2 | -7.9 | -2.2 | 5.7 | -8.4 | -9.1
Cc1ccn2c(NC(=O)c3ccccc3)c(-c3cccs3)nc2c1 | -5.2 | 0.1 | 1.6 | -4.0 | 0.6 | -0.5 | 2.1 | 10.9 | -0.8
Cc1cc(C)c[n+](CC(=O)c2c(C)cc(C)c([N+](=O)[O-])c2C)c1 | -3.2 | 0.0 | -2.2 | -1.3 | 2.6 | -0.6 | -2.7 | 1.3 | 5.5
Cc1nc(SC(C)C(=O)NCc2ccc3c(c2)OCO3)nc(C)c1C (stereo not given) | -2.0 | -0.1 | / | / | -1.3 | / | / | 7.1 | /

One compound at a time (already shown):
CSc1nnc(-c2cnccn2)n1Cc1ccccc1 as listed: proCasp7 act: 5.9; Efflux pump inh: 0.3; PP1 inh: 3.2; TPT1 inhibitor: 0.9; JMJD2C inh: 6.3; PP5 inh: 1.2; Fh CTSL1 inh: -0.5; procasp3 activ: 5.5; core dimer inh: -7.6
COc1cccc(NC(=O)CN2CCN(S(=O)(=O)c3ccc(C(C)C)cc3)CC2)c1 as listed: proCasp7 act: 0.7; Efflux pump inh: 0.1; PP1 inh: 2.5; TPT1 inhibitor: -1.8; JMJD2C inh: -5.3; PP5 inh: 3.8; Fh CTSL1 inh: 3.0; procasp3 activ: 1.4; core dimer inh: 17.6
COc1ccc(/C=C/C(=O)NC(=S)N2CCN(c3ccccn3)CC2)cc1 as listed: proCasp7 act: -4.1; Efflux pump inh: 0.1; PP1 inh: -2.3; TPT1 inhibitor: -0.9; JMJD2C inh: -7.4; PP5 inh: 1.8; Fh CTSL1 inh: 4.4; procasp3 activ: 0.7; core dimer inh: -2.4

New compounds follow.
SMILES | proCasp7 act | Efflux pump inh | PP1 inh | TPT1 inhibitor | JMJD2C inh | PP5 inh | Fh CTSL1 inh | procasp3 activ | core dimer inh
Cn1c(Cn2c(=O)sc3ccccc32)nnc1SCC(=O)N1CCc2ccccc21 | -4.1 | 0.4 | -1.3 | 0.0 | 7.9 | -0.9 | 2.8 | 0.7 | 6.8
Cc1noc(C)c1S(=O)(=O)Nc1ccc(C(=O)NCc2ccccc2)cc1 | 10.1 | 0.3 | 0.0 | 1.4 | -6.8 | 2.0 | -4.7 | 0.6 | 3.5
COc1ccc(N2CCN(CC(=O)NCc3ccccc3)CC2)cc1 | 8.6 | 0.0 | -3.9 | -3.2 | -1.6 | -2.7 | -5.1 | 1.5 | -5.1
CC[C@H](C)Cc1cn([C@@H](CCCCN)C(=O)NCCCCCCCCCCC(=O)N2CCNCC2)nn1 | 4.1 | 0.2 | -0.8 | -1.0 | -2.5 | -0.8 | 2.5 | 0.6 | -16.1
Cc1ccn(CCC(=O)N2c3ccccc3CC2C)n1 (stereo not given) | -2.2 | -0.3 | -3.6 | -3.8 | 3.9 | 2.1 | -4.5 | 6.9 | 9.0
S=C(Nc1ccccc1)Nc1ccccc1Br | 7.8 | 0.0 | -3.1 | 2.4 | 2.5 | -1.6 | -0.5 | -4.5 | 3.9
CC(C)(C)CN1C(=O)C(=O)NC[C@H]1Cc1ccc(O)cc1 | -0.7 | -0.2 | -5.2 | -4.2 | -6.1 | 1.1 | 3.3 | -3.1 | -0.5
C[C@@]12CCC=C[C@H]1[C@H](c1ccc(C(F)(F)F)cc1)N(Cc1ccccc1)C2=O | -3.8 | 0.1 | 4.0 | -6.6 | 13.2 | 1.8 | 3.8 | 5.9 | 16.7
